FXN GAA850 act = FXN promoter activators, primary screen, cell-based, luciferase luminescence, HEK293 lucGAA850. HEK293 lucGAA850 FXN promoter luciferase reporter, 24 h; percent of 10 µM SAHA response. activation, % at 6 µM. actives 0.56% (n = 360,000). AID 540364, 2011;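 active = activation above the average of all compounds screened plus 3 SD, cutoff fixed separately per campaign, cut at about 7.5% in these data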;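 also: 0% = DMSO wells and 100% = 10 µM SAHA wells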
ADAM10 inh = human ADAM10 inhibitors, primary screen, biochemical, QFRET, HTS. Disintegrin and metalloproteinase domain-containing protein 10 (Homo sapiens), O14672. recombinant ADAM10, EDANS/DABCYL FRET peptide cleavage, 3 h. inhibition, % at 7 µM. actives 0.62% (n = 370,000). AID 720582, 2013;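 active = inhibition above a per-campaign cutoff equal to the mean of compounds falling between control-based bounds plus 3 SD, cut at about 20% in these data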;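 also: 0% = DMSO wells while the 100% control is not disclosed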
ssDAF12 agonist = S. stercoralis DAF-12 nuclear receptor activators, primary screen, cell-based, luminescence, HEK293, GRIP1 co-expression, lit1-tk-luc; HEK293 ssDAF-12/GRIP1 lit1-tk-luc reporter; % of 3 µM dafachronic acid response; actives 1% (n = 370,000); Nuclear hormone receptor DAF-12 (Strongyloides stercoralis); activation, % at 6.8 µM;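 active = activation above the mean over all tested compounds plus 3 SD, cut at about 0.9% in these data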;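 also: 0% = DMSO-only wells and 100% = 3 µM delta7-dafachronic acid wells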
DAX1 inh-1 = DAX1 (NR0B1) inhibitors, primary screen, cell-based, HEK293, Gal4-DAX1, luciferase luminescence. Nuclear receptor subfamily 0 group B member 1 (Homo sapiens), P51843. inhibition, % at 6.75 µM. HEK293 Gal4-DAX1 luciferase reporter. actives 0.99% (n = 340,000). AID 504766, 2011;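 active = inhibition above the mean over all tested compounds plus 3 SD, cut at about 4.2% in these data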;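 also: 0% = DAX1-transfected cells with DMSO and 100% = empty-vector control cells with DMSO; inhibition shows as a rise in luminescence from relieved DAX1 repression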
sPLA2-III inh = human group III sPLA2 inhibitors, primary screen, biochemical, QFRET, BODIPY PC-A2 liposome substrate. Group 3 secretory phospholipase A2 (Homo sapiens), Q9NZ20. inhibition, % at 12.2 µM. AID 743126, 2013. actives 0.56% (n = 370,000). QFRET BODIPY PC-A2 liposome hydrolysis, fluorescence;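 active = inhibition above mean plus 3 SD of compounds lying within the high and low control bounds, cut at about 19% in these data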;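 also: 0% = median of test compound wells and 100% = no enzyme DMSO wells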
PLCg1 inh = PLC-gamma1 enzyme inhibitors, primary screen, biochemical, fluorescence, purified enzyme. 1-phosphatidylinositol 4,5-bisphosphate phosphodiesterase gamma-1 (Homo sapiens), P19174. fluorogenic substrate. inhibition, % at 12.2 µM. actives 0.84% (n = 370,000). AID 720700, 2013; in the data active = inhibition above about 9.5%
Target sequence (P19174 whole entry, looked up): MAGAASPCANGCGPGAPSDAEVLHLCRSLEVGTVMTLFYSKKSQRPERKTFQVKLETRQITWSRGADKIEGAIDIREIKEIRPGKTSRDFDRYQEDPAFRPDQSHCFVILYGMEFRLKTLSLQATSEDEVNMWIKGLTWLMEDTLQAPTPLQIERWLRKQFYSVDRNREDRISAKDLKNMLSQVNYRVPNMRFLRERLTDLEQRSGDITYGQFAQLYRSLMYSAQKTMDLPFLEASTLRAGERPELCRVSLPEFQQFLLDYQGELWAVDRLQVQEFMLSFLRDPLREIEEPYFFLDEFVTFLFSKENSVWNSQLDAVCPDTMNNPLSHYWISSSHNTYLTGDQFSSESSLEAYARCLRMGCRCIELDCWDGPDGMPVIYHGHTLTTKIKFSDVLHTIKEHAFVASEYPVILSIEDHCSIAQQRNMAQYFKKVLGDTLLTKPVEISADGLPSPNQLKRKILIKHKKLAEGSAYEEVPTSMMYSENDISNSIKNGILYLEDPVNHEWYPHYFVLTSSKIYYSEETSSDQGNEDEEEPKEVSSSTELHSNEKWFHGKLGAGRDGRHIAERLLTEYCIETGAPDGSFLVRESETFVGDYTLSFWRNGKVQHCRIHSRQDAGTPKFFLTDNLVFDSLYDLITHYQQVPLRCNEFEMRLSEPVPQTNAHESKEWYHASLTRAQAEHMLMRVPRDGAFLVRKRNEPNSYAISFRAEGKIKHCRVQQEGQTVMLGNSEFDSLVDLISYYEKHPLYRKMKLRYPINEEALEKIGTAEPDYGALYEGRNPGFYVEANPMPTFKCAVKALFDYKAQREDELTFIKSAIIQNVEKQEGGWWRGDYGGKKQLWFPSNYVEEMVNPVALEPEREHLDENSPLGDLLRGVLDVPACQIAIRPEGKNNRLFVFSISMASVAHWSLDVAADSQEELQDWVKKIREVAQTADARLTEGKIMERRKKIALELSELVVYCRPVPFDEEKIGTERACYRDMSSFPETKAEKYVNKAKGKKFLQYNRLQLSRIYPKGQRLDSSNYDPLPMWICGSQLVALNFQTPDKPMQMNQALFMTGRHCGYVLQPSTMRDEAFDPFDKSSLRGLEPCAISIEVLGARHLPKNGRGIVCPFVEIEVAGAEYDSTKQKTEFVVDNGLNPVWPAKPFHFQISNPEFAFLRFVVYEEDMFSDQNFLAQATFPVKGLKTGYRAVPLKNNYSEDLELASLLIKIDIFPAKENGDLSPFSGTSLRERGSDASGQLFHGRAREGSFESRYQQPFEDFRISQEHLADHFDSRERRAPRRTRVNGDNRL
DAX1 inh-2 = DAX1 (NR0B1) inhibitors on StAR promoter, primary screen, cell-based, luminescence, SF-1 (NR5A1), full-length DAX-1 | HEK293T StAR-luciferase reporter, SF-1/DAX-1 repression relief | actives 1.1% (n = 370,000) | AID 652010, 2013 | inhibition, % at 6.8 µM;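 active = inhibition above the mean over all tested compounds plus 3 SD, cut at about 3.6% in these data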;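 also: 0% = DAX-1 cells with DMSO and 100% = cells lacking DAX-1 with DMSO; higher inhibition means more luminescence from relief of DAX-1 repression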
hgDAF12 agonist = H. glycines DAF-12 receptor agonists, primary screen, cell-based, luminescence, HEK293, GAL4 fusion, UAS-luciferase; HEK293 GAL4-hgDAF12 UAS-luciferase reporter, agonist luminescence; normalized to butyrate control; activation, % at 6.8 µM; actives 1.8% (n = 370,000); AID 687014, 2013;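 active = activation above a cutoff set at the mean of all screened compounds plus 3 SD, cut at about 10% in these data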;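 also: 0% = DMSO wells and 100% = sodium butyrate wells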
PLCb3 inh = human PLC-beta3 inhibitors, primary screen, biochemical, fluorescence. inhibition, % at 12.2 µM. Purified PLC-beta3, fluorogenic substrate. actives 0.18% (n = 370,000). AID 720704, 2013. 1-phosphatidylinositol 4,5-bisphosphate phosphodiesterase beta-3 (Homo sapiens), Q01970; in the data active = inhibition above about 11%;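 also: 0% = median of compound wells on plate and 100% = full blocker control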
hcDAF-12 act = H. contortus DAF-12 nuclear receptor activators, primary screen, cell-based, luminescence, HEK293, lit1-tk-luc reporter | actives 1.4% (n = 370,000) | HEK293 hcDAF-12 lit1-tk-luc reporter; 0% DMSO, 100% Δ7-dafachronic acid | activation, % at 6.8 µM;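 active = activation above the mean of all tested compounds plus 3 SD, cut at about 5.5% in these data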;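 also: 100% = response to 3 µM Δ7-dafachronic acid high control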
ADAM17 inh = ADAM17 inhibitors, primary screen, biochemical, QFRET | inhibition, % at 6.95 µM | recombinant ADAM17, EDANS/DABCYL FRET peptide cleavage | actives 0.83% (n = 370,000);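 active = inhibition above the mean of compounds lying between control limits plus 3 SD, set per campaign, cut at about 8.5% in these data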;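 also: 0% = DMSO-only wells as the low control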
The depositor's hits bear a star; i = inactive; nt = not tested or not shown. The list is partial; rates above refer to the full screens.

item	smiles	DAX1 inh-1	FXN GAA850 act	PLCb3 inh	hcDAF-12 act	hgDAF12 agonist	PLCg1 inh	ADAM10 inh	DAX1 inh-2	ADAM17 inh	ssDAF12 agonist	sPLA2-III inh
1	O=C(Cc1ccccc1)Oc1ccc(N2C(=O)C3CCCCC3C2=O)cc1 (centres undefined)	2.0	3.4	4	-0.3	0.3	2	-4	-0.3	-2	-1.3	0
2	Cc1ccccc1N1CCN(C2CCCN(C(=O)Cc3c(C)noc3C)C2)CC1 (centres undefined)	0.7	2.5	-3	0.1	-0.7	-1	3	0.3	-1	-1.1	0
3	O=c1[nH]c(=O)n(CCC2=CCCCC2)c(O)c1/C=N/Nc1cccc2ccccc12	-1.5	-1.9	-54	1.8	-1.6	-36	-21	-0.9	-15	-0.5	-2
4	CCOC(=O)C1SC2(C(F)(F)C(F)F)CC1(O)c1c(c(OC)c3occc3c1OC)O2 (centres undefined)	0.5	1.9	4	-2.0	-1.5	-2	9	0.2	6	-0.6	-4
5	CCOC(=O)c1c(/N=C/C2C(=O)NC(=O)NC2=O)sc2c1CCC2	-0.1	2.2	-12	-1.8	0.3	-11	0	-0.1	-4	-1.3	1
6	Cn1c(O)c(/C=N/N2CCCCC2)c(=O)[nH]c1=O	2.7	1.9	0	-1.7	0.8	0	2	-0.1	0	-1.3	1
7	O=C1NS(=O)c2cc([N+](=O)[O-])cc([N+](=O)[O-])c21 (centres undefined)	1.6	-0.8	-4	-0.9	0.2	4	-15	0.7	-5	-1.2	4
8	Cc1cc(C)c(S(=O)(=O)NCC2CCC(C(=O)N3CCC4(CC3)OCCO4)CC2)c(C)c1 (centres undefined)	0.7	0.8	-2	-2.2	-1.9	0	0	0.1	-1	-1.6	1
9	Cc1cccc(-n2c(-c3ccc([N+](=O)[O-])cc3)nc3ccccc3c2=O)c1	-0.3	0.1	-1	-0.3	-3.3	1	-6	-0.7	-6	-1.4	4
10	CNP1(NC)=Nc2nn(-c3ccccc3)c(N)c2C(c2ccccc2)=N1	0.0	1.5	5	-1.9	-1.9	3	9	1.0	-5	-1.3	10
11	CCNC(=S)N1CCn2cccc2C1c1cccnc1 (centres undefined)	0.6	0.1	-12	-1.6	1.6	-2	-1	0.6	-8	-1.3	1
12	CCCOC(=O)c1ccc(-[n+]2c(-c3ccccc3)cc(-c3ccccc3)cc2-c2ccccc2)cc1	0.4	2.0	-16	-3.9	-8.1	-9	-17	-2.8	-10	-2.1	26*
13	CC(=NCC1CCCO1)c1c(O)n(-c2ccccc2C)c(=O)[nH]c1=O (centres undefined)	2.1	-1.6	-6	-0.9	-1.1	2	-1	0.1	-2	-1.4	-4
14	Cc1cc(O)c2c(c1)OC(C)(C)C1=C2CC(C)CC1 (centres undefined)	-0.7	1.4	-7	-1.9	-2.2	2	12	-0.2	12*	-1.2	9
15	COC(=O)C1=C(c2ccc(F)cc2OCc2ccccc2)C[C@@H]2CC[C@H]1N2C(=O)NCCCOC(C)C	1.0	-1.2	1	-1.8	-2.8	-2	4	-0.5	-1	-1.6	-5
16	CC(C)Cn1cc(C(=O)N2CCC3(CC2)OCCO3)c2c3ccccc3n(C)c2c1=O	-1.5	0.5	-26	-1.3	-3.6	-17	-429	-1.0	-142	-1.9	6
17	Nc1cc(Cl)c2nonc2c1[N+](=O)[O-]	0.8	43*	2	-0.5	-1.6	2	3	-0.8	-4	-1.1	16
18	CCCCCn1c(=O)c(C(=O)NC(C)c2ccccc2)c(O)c2ccccc21 (centres undefined)	0.4	2.0	-6	4.0	1.9	-1	3	0.2	-2	-1.6	5
19	Cn1c(O)c(C(=N)COc2cccc(Cl)c2)c(=O)n(C)c1=O	-0.5	-2.0	4	-0.9	-0.3	1	-1	0.3	-4	-1.3	-2
20	COC(=O)C1=C(c2cccc(OCc3ccccc3)c2)C[C@@H]2CC[C@H]1N2C(=O)NCCOc1ccccc1Cl	0.0	-2.0	3	-2.8	-4.5	5	15	-1.1	6	-2.0	-20
21	CCN(CC)C(=O)Oc1ccc(NC(=O)N2CCOCC2)cc1	-1.7	-1.9	-3	-2.7	-2.8	1	3	-0.3	-1	-1.4	-4
22	Cc1cccc(CCNCc2cc3ccc(C)cc3[nH]c2=O)c1	0.1	-0.5	-232	0.9	0.7	-181	-59	0.3	-24	-0.3	-4
23	O=C(COc1ccccc1Cl)N1CCCC(N2CCN(c3ccc(F)cc3)CC2)C1 (centres undefined)	-0.1	-2.3	-5	-0.4	-2.2	1	1	-0.6	1	-1.1	-6
24	COC(=O)C1=C(c2ccc(F)cc2F)C[C@@H]2CC[C@H]1N2C(=O)NCc1ccco1	-0.8	0.4	-8	-1.5	-1.0	-4	-6	0.1	-5	-1.2	-4
25	Cc1c(CC(=O)N2C[C@H]3C[C@@H](C2)c2cccc(=O)n2C3)c(=O)oc2c(C)c(O)ccc12	3.9	-0.3	i	-1.1	-2.7	i	i	-0.2	i	-1.7	4
26	COC(=O)C1=C(c2cccc(OC)c2OC)C[C@@H]2CC[C@H]1N2C(=O)NC(C)C	0.2	1.2	1	-1.7	-2.9	-2	0	1.2	0	-1.4	0
27	Cc1ccc(-n2c(O)c(C=Nc3ccc(S(N)(=O)=O)cc3)c(=O)[nH]c2=O)cc1	-0.4	0.0	1	-1.3	3.5	-4	-6	-0.1	-3	-0.2	-3
28	CN(C)C(Cc1ccccc1)C(=O)c1ccc(-c2ccccc2)cc1 (centres undefined)	0.3	0.7	-17	0.3	-1.4	-10	5	-0.3	-3	-1.1	-2
29	CN(C)C1(CNC(=O)c2ccc(NS(=O)(=O)c3ccc(Cl)c(Cl)c3)cc2)CCCCC1	-0.1	-0.9	-10	-0.3	-0.3	-2	-14	-0.6	-2	-1.1	-14
30	C=CCn1c(O)c(C(CC)=Nc2cccc(C(=O)O)c2)c(=O)[nH]c1=O	-3.9	-0.5	-17	1.1	7.7	-6	-29	1.2	-1	-1.7	14
31	CCOC(=O)c1ccc(N=C(C)c2c(O)[nH]c(=O)[nH]c2=O)cc1	-0.2	0.0	-4	-1.0	0.7	-6	-9	0.0	-8	-2.0	4
32	COC1C(O)C(C)OC(OC2CCC3(C)C(CCC4C3C(O)CC3(C)C(C5=CC(=O)OC5)CCC43O)C2)C1O (centres undefined)	-6.5	-15	-2	-3.7	-15	7	-6	-9.4	3	-2.8	7
33	Cc1ccc(O)c(C(=O)c2cc(C(=O)NCCC(C)C)c(=O)n(CCC(C)C)c2)c1	-0.1	4.1	5	-0.9	-3.3	3	6	0.3	4	-1.4	-5
34	O=c1c2ccccc2nc(-c2ccco2)n1-c1ccncc1	-0.8	1.1	-2	-1.4	-2.2	-2	-2	-0.6	-4	-0.9	3
35	CCOc1ccc(-c2cc(C)[n+](CCN(CC)CC)c(-c3ccc(OCC)cc3)c2)cc1	-6.7	-8.3	i	-4.8	-9.9	i	-184	-2.4	-70	-2.3	7
36	COc1ccc(-n2nnnc2C(c2cccs2)N2CCC(n3c(=O)[nH]c4ccccc43)CC2)cc1 (centres undefined)	nt	nt	2	-1.8	-6.1	-1	3	-4.0	1	-1.7	-1
37	COC(=O)C1=CO[C@@H](C)[C@@H]2CN3CC[C@]4(C(=O)Nc5ccccc54)[C@@H]3C[C@H]12	-0.9	-0.9	-5	0.6	-0.1	-3	2	-0.6	-4	-0.5	4
38	C=CCCC1(C(C)C)C(=O)NC(=S)NC1=O	1.4	0.5	2	-0.7	3.1	0	-9	-0.5	-3	-1.3	-3
39	C[C@]12CCC3C(CC[C@H]4C[C@H](N)CC[C@]34C)C1CC[C@H]2O (some centres undefined)	0.3	-0.9	-4	1.0	0.5	2	-8	0.1	-6	-1.5	13
40	CC(C)(C)P(=O)(NCc1ccccc1)c1ccccc1 (centres undefined)	1.2	2.2	5	-0.9	-0.7	1	0	0.0	-1	0.8	-2

Among those listed so far, 3 have an aryl methoxy group.
item	smiles	DAX1 inh-1	FXN GAA850 act	PLCb3 inh	hcDAF-12 act	hgDAF12 agonist	PLCg1 inh	ADAM10 inh	DAX1 inh-2	ADAM17 inh	ssDAF12 agonist	sPLA2-III inh
4	CCOC(=O)C1SC2(C(F)(F)C(F)F)CC1(O)c1c(c(OC)c3occc3c1OC)O2 (centres undefined)	0.5	1.9	4	-2.0	-1.5	-2	9	0.2	6	-0.6	-4
26	COC(=O)C1=C(c2cccc(OC)c2OC)C[C@@H]2CC[C@H]1N2C(=O)NC(C)C	0.2	1.2	1	-1.7	-2.9	-2	0	1.2	0	-1.4	0
36	COc1ccc(-n2nnnc2C(c2cccs2)N2CCC(n3c(=O)[nH]c4ccccc43)CC2)cc1 (centres undefined)	nt	nt	2	-1.8	-6.1	-1	3	-4.0	1	-1.7	-1

Assay outcomes as filed in PubChem BioAssay.
